# PV pol inh: poliovirus RdRp elongation inhibitors, primary screen, biochemical, fluorescence polarization, total intensity; poliovirus polymerase elongation; active compounds read low; Genome polyprotein (Poliovirus type 1 (strain Mahoney)), P03300; % elongation, % (compound at 16.7 µg/mL); 0.66% of 150,000 active; in the data active means % elongation below about 90%; further: some results filed as inactive read as strong as hits
# Target sequence (P03300 1749-2209 limits assumed): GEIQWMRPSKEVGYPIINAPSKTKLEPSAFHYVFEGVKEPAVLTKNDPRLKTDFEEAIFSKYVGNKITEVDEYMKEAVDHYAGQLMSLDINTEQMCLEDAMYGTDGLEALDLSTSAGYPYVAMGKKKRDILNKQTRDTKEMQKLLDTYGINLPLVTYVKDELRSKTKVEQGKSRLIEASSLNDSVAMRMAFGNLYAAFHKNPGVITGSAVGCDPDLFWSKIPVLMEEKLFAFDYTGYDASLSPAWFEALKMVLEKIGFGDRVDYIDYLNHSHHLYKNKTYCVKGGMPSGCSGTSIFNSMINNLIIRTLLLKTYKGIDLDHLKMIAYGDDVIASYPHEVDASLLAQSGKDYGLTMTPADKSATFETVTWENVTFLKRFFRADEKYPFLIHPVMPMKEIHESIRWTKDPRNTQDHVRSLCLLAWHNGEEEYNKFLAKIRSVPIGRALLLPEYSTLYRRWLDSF
# PV pol inh FP z-score: further read-out of PV pol inh, marked with its call; z-score; measured here: FP z-score; hits read low
# The depositor's hits bear a star. An excerpt. The share of hits here may be higher or lower than overall.
molecule | PV pol inh | PV pol inh FP z-score
Cc1ccc(N2CCN(C(=O)c3cnn(-c4ccc(F)cc4F)c3C3CCN(C(=O)OC(C)(C)C)CC3)CC2)c(C)c1 | 104.0 | -0.4
CN1C(=O)/C(=C\c2cccs2)c2ccccc21 | 103.0 | 0.4
CC(NC(=O)CCCN1C(=O)CCn2nc(-c3cn(C)c4ccccc34)cc21)c1ccccc1 (stereo not given) | 106.0 | 0
Cc1nnc(Sc2cc(C(=O)NCc3ccccn3)c3ccccc3n2)s1 | 102.0 | -0.1
C=CCn1c(CNC(=O)c2cccs2)nnc1SCC(=O)Nc1nc2ccccc2s1 | 100.0 | 0.1
COC(=O)c1ccc2oc(=O)c(S(=O)(=O)c3ccccc3)cc2c1 | 103.0 | 0.5
CCn1nnc2cc(C(=O)NCc3ccccc3CN3CCCC3)ccc21 | 101.0 | -0.4
O=C(/C=C/c1ccccc1Cl)Nc1nc(-c2cccs2)ns1 | 102.0 | -0.1
CC(=O)Nc1ccc2c(c1)sc(=NC(=O)c1cccs1)n2C | 99.0 | -1.3
CC1CCCN(C(=O)c2ccc(CSc3nc4ccncc4n3Cc3ccccc3)cc2)C1 (stereo not given) | 105.0 | -1.5
Cc1nc2cc(C(=O)O)ccc2n1C1CCCCC1 | 100.0 | -0.7
CC(C)C(=O)/C=C1/Sc2ccccc2N1C | 101.0 | -0.1
CNc1nc2c(-c3ccc(Cl)cc3)nnn2c2ccccc12 | 103.0 | 0.4
O=C(c1ccc(S(=O)(=O)N2CCCCC2)cc1)N1CCN(Cc2nc3ccccc3s2)CC1 | 107.0 | 0.6
Cc1ccc(C(=O)Nc2c(C(=O)NC(C)(C)C)oc3ccccc23)cc1 | 111.0 | 1
O=C(c1cnn(C(=O)c2ccccc2)c1)c1ccccc1O | 94.0 | -1.1
COc1ccccc1NC(=O)C1CCCN(c2nnc(C)c3c(C)n(-c4ccccc4)nc23)C1 (stereo not given) | 102.0 | -0.6
CCSc1nnc(-c2ccc(OC)cc2)n1C1CCCCC1C (stereo not given) | 95.0 | -0.7
O=C(Nc1ccc(F)c(F)c1)c1cc(S(=O)(=O)N2CCc3ccccc32)ccc1F | 100.0 | -1.6
Cc1ccc(C(=O)C2C(=O)c3ccccc3C2=O)cc1 | 96.0 | -1.2
CC(NCc1ccc(F)cc1)C(=O)NC1CCCCC1 (stereo not given) | 104.0 | 0.5
Cc1sc2ncnc(OCC(=O)N(C)Cc3ccco3)c2c1C | 103.0 | 0
COC(=O)c1c[nH]n2c(=O)cc(C)nc12 | 102.0 | -0.3
Cc1nc2ccccn2c1-c1ccnc(=S)[nH]1 | 105.0 | 0.2
O=C1/C(=C\c2ccco2)N=C(SCc2nnc(-c3ccccc3)o2)N1c1ccc(OC(F)F)cc1 | 118.0 | 2.3
Cc1ccc(CN(C(=O)COc2c(C)cccc2C)C2CCS(=O)(=O)C2)o1 (stereo not given) | 122.0 | 0.5
O=C(Nc1ccccc1)NC1(C(=O)NCc2ccc3c(c2)OCO3)CCCCC1 | 103.0 | 0.2
Cc1ccc(C)c(N2CCN(C(=O)CCCn3c(=O)c4cccn4c4cccnc43)CC2)c1 | 102.0 | 0.1
CCN(CC(=O)NC1CCS(=O)(=O)C1)C(=O)c1ccccc1Sc1ccccc1C#N (stereo not given) | 109.0 | 0.7
Cc1noc(-c2ccc(NCc3ccccc3)c([N+](=O)[O-])c2)n1 | 103.0 | -1

# (continued)
molecule | PV pol inh | PV pol inh FP z-score
CC(Sc1nnc(-c2ccccc2Br)o1)C(=O)Nc1cccc(Cl)c1 (stereo not given) | 103.0 | 0.6
O=C(c1cncn1-c1ccccc1)N1CCCC(c2nc3ccccc3s2)C1 (stereo not given) | 102.0 | -0.3
O=C(Cc1ccccc1)Nc1ccc(-c2nc3cccnc3s2)cc1 | 100.0 | -0.3
COc1ccc(C(=O)Nc2ccc(Oc3ccccc3)cc2)cc1I | 103.0 | 0
N#CCC(=O)Nc1nc2ccccc2nc1Cl | 101.0 | -0.1
CCc1nnc(N2C(=O)c3ccccc3C2(O)c2ccccc2)s1 (stereo not given) | 99.0 | -1.1
CC(C)(C)c1cnnn1-c1ccc(NC(=O)c2ccc3c(c2)OCO3)cc1 | 104.0 | 1.4
Cc1c(C(=O)O)sc(=S)n1-c1ccccc1 | 100.0 | -0.4
O=C1CC(c2ccccc2)Cc2[nH]ncc21 (stereo not given) | 101.0 | -0.3
Cc1cnn(C(=S)NCCc2ccccc2)c1 | 100.0 | -0.3
CC(C)(C)C(=O)COC(=O)Cc1ccc(-c2ccccc2)cc1 | 103.0 | 0.4
Cc1cc2nc(N(C)Cc3cccnc3)c3ccccc3n2n1 | 101.0 | 0.1
CNc1snc(C)c1C#N | 100.0 | -0.4
CCOc1ccc(N2C(=O)c3[nH]nc(-c4ccccc4)c3C2c2ccc(O)c(OC)c2)cc1 (stereo not given) | 105.0 | 0.4
N#Cc1ccccc1COC(=O)c1ccc2c(=O)n3c(nc2c1)CCCCC3 | 106.0 | 0.6
O=C(O)CCNC(=O)Nc1cccc2ccccc12 | 99.0 | -0.5
Cc1noc(C)c1S(=O)(=O)N1CCCC(C(=O)Nc2ccc(C(C)C)cc2)C1 (stereo not given) | 106.0 | -0.4
Cc1occc1-c1nnc(SC(C)c2nc3sc4c(c3c(=O)[nH]2)CCC(C)C4)n1N (stereo not given) | 102.0 | -0.2
CCOCCCn1c(=N)c(C(=O)NCc2ccco2)cc2c(=O)n3ccccc3nc21 | 112.0 | 0.3
Cc1ccc(CNC(=O)c2cc(=O)c3cc(C)c(C)cc3o2)cc1 | 112.0 | 0.8
C=CC(=O)Nc1ccc(OC(F)(F)F)cc1 | 102.0 | -0.2
CCOC(=O)c1cc2c(ccn2C)n1Cc1ccc(OC(F)(F)F)cc1 | 100.0 | -0.5
CCOC(=O)c1cc(-c2ccc(C)cc2)n(CC(=O)Nc2ccc(OC)c(Cl)c2)c1C | 102.0 | -0.8
Cc1ccc(-c2nn(-c3ccccc3)cc2/C=C2\SC(=S)N(CCCC(=O)O)C2=O)cc1 | 102.0 | 0.2
CCCCNC(=O)CN1C(=O)CSc2ccc(S(=O)(=O)N3CCC(C)CC3)cc21 | 104.0 | -0.3
COc1cccc(C2C(C(=O)Nc3ccccc3)=C(C)N=C3SCC(=O)N32)c1 (stereo not given) | 104.0 | 0.5
Fc1ccc(-c2noc3ncnc(N4CCN(c5ccccc5)CC4)c23)cc1 | 107.0 | 0.3
COc1ccccc1CC(=O)NCC(c1ccco1)N1CCCCC1 (stereo not given) | 108.0 | 0.9
Cc1ccc2c(=O)cc(C(=O)Nc3c(C)n(C)n(-c4ccccc4)c3=O)oc2c1 | 108.0 | 0.2
COc1cccc(N2CCN(S(=O)(=O)c3cc4c(cc3C)N(C)CCO4)CC2)c1 | 104.0 | 0.4

# Compounds from the list above with a CF3 group (two):
molecule | PV pol inh | PV pol inh FP z-score
C=CC(=O)Nc1ccc(OC(F)(F)F)cc1 | 102.0 | -0.2
CCOC(=O)c1cc2c(ccn2C)n1Cc1ccc(OC(F)(F)F)cc1 | 100.0 | -0.5

# Carrying on.
molecule | PV pol inh | PV pol inh FP z-score
Cc1ccc(CN(C(=O)Nc2ccc(C)c(F)c2)C2CCN(Cc3ccccc3)CC2)o1 | 101.0 | -0.1
Cc1cc(OCCNCCN)cc(C(C)C)c1 | 101.0 | 0.3
CCn1c(O)c(/C(C)=N/c2ccnn2C2CCCCC2)c(=O)n(CC)c1=S | 117.0 | 2
COc1ccccc1-c1noc(CCC(=O)Nc2ccc(C)cc2C)n1 | 105.0 | -0.4
Cc1oc(-c2ccc(C(=O)NCCc3ccc(Cl)cc3)cc2)nc1CSc1ccccc1 | 113.0 | 0.9
CCc1c(O)nc(SCC(=O)N2CCc3ccccc32)n(-c2ccc(F)cc2)c1=O | 104.0 | 0.7
Cc1ccc(C(=O)COC(=O)c2ccc(-c3nnc(-c4ccccc4)o3)cc2)cc1C | 105.0 | 0.2
CC(C)(C)Cc1cc(N)on1 | 102.0 | 0.2
COc1ccccc1NC(=O)Cn1c(=O)n(CCC(=O)NCC2CCCO2)c(=O)c2cc(OC)c(OC)cc21 (stereo not given) | 105.0 | -0.1
Cn1c(=O)c2c(nc(Sc3nc4ccccc4n3CC(=O)N3CCCCC3)n2C)n(C)c1=O | 101.0 | 0
COC(=O)c1cc(S(=O)(=O)N(C)Cc2ccccc2)cn1C | 102.0 | 0.3
CC(C)CCNC(=O)c1ccc(-n2ccc3ccccc32)s1 | 100.0 | -0.5
O=C(CSC1=NS(=O)(=O)c2ccccc2N1)Nc1ccccc1 | 101.0 | 0.2
CCc1nc2sc(C(c3ccccc3)N3CCCCC3)c(O)n2n1 (stereo not given) | 98.0 | -1.7
CCOC(=O)/C(=N\Nc1ccc(Br)cc1)N1CC(C)OC(C)C1 (stereo not given) | 102.0 | 0
Cc1cc2c(cc1C)NC(=O)c1ccccc1C(c1ccccc1)=N2 | 107.0 | 0.5
O=S(=O)(NCCc1csc2nc(-c3ccc(F)cc3)nn12)c1ccc(Br)cc1 | 112.0 | 1.1
O=C(NC1CCCCC1)NC1C2CC3CC(C2)CC1C3 (stereo not given) | 101.0 | -0.6
O=S(=O)(NC1CCCCC1SC1=NCCS1)c1ccc(Cl)cc1 (stereo not given) | 100.0 | -0.3
CCN(CC)CC(=O)c1c[nH]c2ccccc12 | 103.0 | 0.4
S=C(NCc1ccncc1)NCc1ccco1 | 101.0 | -0.1
O=C(NCc1nc(-c2ccccc2)no1)C1CCCCC1 | 106.0 | 1.4
COc1cccc(N2CCN(S(=O)(=O)c3ccc(-c4cc(C(F)(F)F)on4)s3)CC2)c1 | 109.0 | 0.4
COC(=O)C1=C(C)NC(=O)NC1c1cn(-c2ccccc2)nc1-c1ccc(OC)c(Cl)c1 (stereo not given) | 101.0 | -0.7
Cn1c(=O)c2c(SCC(=O)NCC3CCCO3)nc(-c3ccccc3F)nc2n(C)c1=O (stereo not given) | 105.0 | -0.6
C=CCNC(=S)Nc1sc2c(c1C#N)CCCC2 | 102.0 | -0.4
Cc1ccc(NC(=O)Cn2c(=O)nc(-c3ccccc3)c3ccccc32)cc1 | 114.0 | 1.4
Cn1cc(C(=O)CSc2nnc(-c3ccoc3)c(-c3ccoc3)n2)c2ccccc21 | 101.0 | -0.1
C=CCn1cnnc1SCC1CCCCC1 | 105.0 | 0.5
COc1cccc2c1cc1c(=O)n(CC(=O)N3CCN(c4cccc(Cl)c4)CC3)nc(C)n12 | 104.0 | -0.7

# Going on with the list.
molecule | PV pol inh | PV pol inh FP z-score
O=C1CSC(/N=C/c2ccccc2O)=NN1 | 116.0 | 1
CN1CCC(N(Cc2ccc3c(c2)OCO3)C(=O)c2cn(Cc3ccccc3)c3ccsc23)CC1 | 104.0 | 0.4
COc1ccc(CNC(=O)CN(C)S(=O)(=O)c2ccc3nc(C)sc3c2)cc1 | 111.0 | 1.4
Brc1ccc(CNc2ccc(-c3nc4ncccc4o3)cc2)cc1 | 101.0 | -0.3
CNS(=O)(=O)c1ccc(OC)c(-c2nnc3c4ccccc4c(C)nn23)c1 | 107.0 | 0.3
CSc1ncc(Cl)c(C(=O)Oc2ccccc2F)n1 | 103.0 | 0.3
O=C(CSc1nnc(-c2ccco2)o1)c1cc2c3c(c1)CC(=O)N3CCC2 | 104.0 | 0.5
Cc1ccnc(NS(=O)(=O)c2ccccc2)n1 | 100.0 | 0
Cc1ccc(CS(=O)Cc2ccc(C(=O)N3CCC(C(N)=O)CC3)o2)cc1 (stereo not given) | 101.0 | -0.4
CCc1cc2c(=O)c(Oc3ccc(F)cc3)coc2c(CN(C)C)c1O | 106.0 | 0.4
Cc1cccc2cc(C(c3nnnn3Cc3ccccc3)N3CCN(C(=O)c4ccco4)CC3)c(=O)[nH]c12 (stereo not given) | 100.0 | -0.1
Cc1nc2c(c(C)c1CCC(=O)NCc1ccc(Cl)cc1)c(=O)n(C)c(=O)n2C | 113.0 | 1.7
CCC(Sc1nc2c(sc3ccccc32)c(=O)n1CCCC(=O)NC1CCCC1)C(=O)Nc1cccc(OC)c1 (stereo not given) | 108.0 | 0.5
Cc1ccc(C(=O)NCC(c2cccs2)S(=O)(=O)c2cccs2)cc1 (stereo not given) | 112.0 | 0.9
CNC(=S)NNc1nc(N2CCOCC2)nc(N2CCOCC2)n1 | 100.0 | -0.1
Cn1cccc1/C=C/C(=O)OCC(=O)c1ccc(Cl)s1 | 106.0 | 0.5
O=C(Nc1cccnc1)c1nn(-c2ccccc2)c(=O)c2ccccc12 | 106.0 | 0.5
CCC(C)c1ccc2oc(-c3ccc(NC(=O)c4cc5ccccc5o4)cc3)nc2c1 (stereo not given) | 112.0 | 0.2
O=C(Nc1ccccc1F)C(Cc1ccccc1)n1cccc1 (stereo not given) | 103.0 | -0.5
Cc1c(Cl)cccc1NC(=O)Cn1cc2c(n1)CCCC2 | 105.0 | -0.4
OC(CNC1CCCC1)c1ccccc1 (stereo not given) | 100.0 | -0.7
COc1ccc(-n2cc(C(=O)NCc3ccc(Cl)cc3)c3ccccc3c2=O)cc1 | 109.0 | 0.7
Cc1ccc(S(=O)(=O)N2CCn3c2nc2ccccc23)cc1 | 102.0 | 0
C/C(=C/C(=O)O)C(=O)Nc1ccc(C)cc1 | 105.0 | 0.7
CCCNC(=O)c1ccc2c(c1)nc(C)n2-c1cccc(C)c1 | 108.0 | 0
O=C(COC(=O)c1cccs1)Nc1c(F)c(F)c(F)c(F)c1F | 102.0 | 0.4
CCN(C(=O)Cn1c(=O)oc2cc(S(=O)(=O)N3CCCCCC3)ccc21)c1cccc(C)c1 | 104.0 | -0.5
Oc1ccccc1/C=N/n1cnnc1 | 102.0 | 0.3
CCn1c(C)nc2cc(-c3nnc4n3CCCCC4)ccc21 | 101.0 | -0.1

# Part of the list above in order of molar mass, highest first.
molecule | PV pol inh | PV pol inh FP z-score
COc1ccccc1-c1noc(CCC(=O)Nc2ccc(C)cc2C)n1 | 105.0 | -0.4
Cc1sc2ncnc(OCC(=O)N(C)Cc3ccco3)c2c1C | 103.0 | 0
Cc1ccc(C(=O)C2C(=O)c3ccccc3C2=O)cc1 | 96.0 | -1.2
COC(=O)c1c[nH]n2c(=O)cc(C)nc12 | 102.0 | -0.3
Oc1ccccc1/C=N/n1cnnc1 | 102.0 | 0.3

# Assay outcomes as filed in PubChem.
